DAX1 inh-1: inhibits human nuclear receptor DAX1; P51843; HEK293 Gal4-DAX1 luciferase reporter, luminescence; inhibition, % at 6.75 µM; 0.99% of 340,000 active; AID 504766;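 active means inhibition above the mean over all tested compounds plus 3 SD, cut at about 4.2% in these data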;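 further: 0% = DAX1-transfected cells with DMSO and 100% = empty-vector control cells with DMSO; inhibition shows as a rise in luminescence from relieved DAX1 repression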
HGIII-sPLA2 inh: Blocks human group III sPLA2 activity; inhibition, % at 12.2 µM; AID 743126; QFRET BODIPY PC-A2 liposome hydrolysis, fluorescence; Q9NZ20; 0.56% of 370,000 active;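 active means inhibition above mean plus 3 SD of compounds lying within the high and low control bounds, cut at about 19% in these data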;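 further: 0% = median of test compound wells and 100% = no enzyme DMSO wells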
proKLK7 act: proKLK7 (human) activation, primary screen | P49862 | activation, % at 7 µM | AID 652039 | purified proKLK7, EDANS-DABCYL substrate fluorescence; 100% is mature enzyme control, 0% vehicle | 0.9% of 370,000 active;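 active means activation above the mean of all tested compounds plus 3 SD, computed per campaign excluding outliers beyond control limits, cut at about 13% in these data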
NPR2 activator: GC-B (human) receptor activation | 0.11% of 370,000 active | HEK293-GC-B cells, CNP EC30, cGMP TR-FRET; 0% at EC30 CNP, 100% saturating CNP | activation, % at 10 µM | P20594;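 active means activation at 10 µM reaching about 35% in either raw or pattern-adjusted values, limit read from the data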
Target sequence (P20594 whole entry, looked up): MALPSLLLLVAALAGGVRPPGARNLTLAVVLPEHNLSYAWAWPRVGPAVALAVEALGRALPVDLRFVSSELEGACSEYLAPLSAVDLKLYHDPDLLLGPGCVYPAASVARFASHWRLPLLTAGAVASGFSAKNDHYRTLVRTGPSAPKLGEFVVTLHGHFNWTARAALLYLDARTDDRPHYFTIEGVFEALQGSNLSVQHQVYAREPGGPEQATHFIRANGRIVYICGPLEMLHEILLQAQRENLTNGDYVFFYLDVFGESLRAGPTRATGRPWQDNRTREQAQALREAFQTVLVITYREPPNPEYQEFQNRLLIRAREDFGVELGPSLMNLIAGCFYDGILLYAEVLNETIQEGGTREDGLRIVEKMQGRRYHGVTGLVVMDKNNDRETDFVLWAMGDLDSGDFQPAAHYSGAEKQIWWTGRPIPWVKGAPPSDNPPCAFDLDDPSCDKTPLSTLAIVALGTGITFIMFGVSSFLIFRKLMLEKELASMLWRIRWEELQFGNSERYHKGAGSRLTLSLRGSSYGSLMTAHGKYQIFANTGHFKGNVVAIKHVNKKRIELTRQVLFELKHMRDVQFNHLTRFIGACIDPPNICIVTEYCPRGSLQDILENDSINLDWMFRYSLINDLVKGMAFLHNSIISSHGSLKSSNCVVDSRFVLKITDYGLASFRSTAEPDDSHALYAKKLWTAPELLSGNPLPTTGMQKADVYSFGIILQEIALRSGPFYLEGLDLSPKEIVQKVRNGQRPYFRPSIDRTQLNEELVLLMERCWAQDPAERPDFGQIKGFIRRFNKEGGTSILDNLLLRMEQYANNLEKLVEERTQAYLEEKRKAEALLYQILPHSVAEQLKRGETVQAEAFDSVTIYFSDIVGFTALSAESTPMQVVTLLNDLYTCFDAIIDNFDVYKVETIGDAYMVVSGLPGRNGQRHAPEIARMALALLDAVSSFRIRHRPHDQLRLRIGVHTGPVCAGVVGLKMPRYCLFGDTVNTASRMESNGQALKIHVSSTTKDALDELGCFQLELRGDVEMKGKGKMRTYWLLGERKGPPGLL
hcDAF-12 act: activators of H. contortus DAF-12 nuclear receptor | HEK293 hcDAF-12 lit1-tk-luc reporter, luminescence; 0% DMSO, 100% Δ7-dafachronic acid | activation, % at 6.8 µM | 1.4% of 370,000 active | AID 652067;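 active means activation above the mean of all tested compounds plus 3 SD, cut at about 5.5% in these data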;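 further: 100% = response to 3 µM Δ7-dafachronic acid high control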
FXN GAA850 act: activators of GAA850 frataxin (FXN) promoter; 0.56% of 360,000 active; AID 540364; HEK293 lucGAA850 FXN promoter luciferase reporter, 24 h; percent of 10 µM SAHA response; activation, % at 6 µM;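 active means activation above the average of all compounds screened plus 3 SD, cutoff fixed separately per campaign, cut at about 7.5% in these data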;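 further: 0% = DMSO wells and 100% = 10 µM SAHA wells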
SMARCA2 activ: increases SMARCA2 function in MMTV reporter cells | MG213 cells, MMTV-luciferase reporter, dexamethasone, overnight | activation, % at 9.1 µM | 1% of 370,000 active | AID 652017; in the data active means activation above about 7.8%;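 further: 0% = vehicle wells and 100% = reference activator wells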
ssDAF-12 act: S. stercoralis DAF-12 activation, primary screen. HEK293 ssDAF-12/GRIP1 lit1-tk-luc reporter, luminescence; % of 3 µM dafachronic acid response. activation, % at 6.8 µM. 1% of 370,000 active. AID 652126;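 active means activation above the mean over all tested compounds plus 3 SD, cut at about 0.9% in these data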;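 further: 0% = DMSO-only wells and 100% = 3 µM delta7-dafachronic acid wells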
hgDAF-12 ag: hgDAF-12 agonism, primary luciferase screen; HEK293 GAL4-hgDAF12 UAS-luciferase reporter, agonist luminescence; normalized to butyrate control; activation, % at 6.8 µM; 1.8% of 370,000 active;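 active means activation above a cutoff set at the mean of all screened compounds plus 3 SD, cut at about 10% in these data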;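 further: 0% = DMSO wells and 100% = sodium butyrate wells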
DAX1 inh-2: blocks DAX1 repression of SF-1 activated StAR promoter. HEK293T StAR-luciferase reporter, SF-1/DAX-1 repression relief. inhibition, % at 6.8 µM. 1.1% of 370,000 active. AID 652010;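 active means inhibition above the mean over all tested compounds plus 3 SD, cut at about 3.6% in these data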;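 further: 0% = DAX-1 cells with DMSO and 100% = cells lacking DAX-1 with DMSO; higher inhibition means more luminescence from relief of DAX-1 repression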
GC-A act: GC-A (human) enzyme activation; HEK293 GC-A cells, cGMP TR-FRET, EC30 ANP; 0% at EC30 ANP, 100% saturating ANP; activation, % at 10 µM; 0.14% of 370,000 active; P16066; in the data active means activation above about 40%
An asterisk follows results filed as active; . = no result given.

SMILES	DAX1 inh-1	HGIII-sPLA2 inh	proKLK7 act	NPR2 activator	hcDAF-12 act	FXN GAA850 act	SMARCA2 activ	ssDAF-12 act	hgDAF-12 ag	DAX1 inh-2	GC-A act
O=C(CCC1CCCC1)NNC(=O)c1cccc(Cl)c1	-0.5	-10	-0.6	-1	-0.9	1.2	-1	-0.9	2.7	-2.0	1
CCCCn1c(SCC(=O)Nc2ccc(OC)cc2)nc2ccc(N3CCOCC3)cc2c1=O	0.1	5	17*	-5	-1.0	3.0	0	-1.7	-2.5	-0.2	1
CCOCCCNC(=O)C1CC(=O)N(CCc2ccc(C)cc2)C1 (configuration not stated)	-0.1	-5	0.1	-1	-1.0	1.4	-2	-1.1	2.6	0.1	-4
Cc1c(C(C)c2ccccc2O)[nH]c2ccccc12 (configuration not stated)	.	-10	0.0	-8	5.8*	.	-2	-0.1	3.0	-1.6	-8
COc1ccccc1CN1[C@@H](CC(=O)O)c2ccccc2S1(=O)=O	-0.5	8	0.7	0	-1.4	1.5	-1	-0.7	1.1	0.4	4
Cc1cc(NC(=O)CSc2nnc(C3COc4ccccc4O3)n2N)no1 (configuration not stated)	-0.3	4	0.1	2	-1.2	0.1	-1	-1.5	-1.5	-0.8	-4
COc1cccc2c1OCC/C2=N\NC(=O)C(C)Oc1ccc([N+](=O)[O-])cc1 (configuration not stated)	0.6	0	0.0	-1	-1.8	3.3	-2	-0.6	-3.4	-0.8	-6
Cn1cc(C(=O)N/N=C/c2ccc(Br)c([N+](=O)[O-])c2)c2ccccc21	.	4	-0.1	5	-0.7	-0.1	-2	-1.3	0.2	0.1	-17
O=C(NNC(=S)NC(=O)c1cccnc1)c1ccccc1	-1.3	8	0.2	5	-1.3	0.3	-1	-1.0	0.5	0.0	2
C/C(=N\NC(=O)c1nnn(-c2nonc2N)c1-c1ccc(Cl)c(Cl)c1)c1ccncc1	-0.2	-19	0.0	4	-2.7	0.3	-1	-1.7	0.9	1.3	-7
Cc1cc(-c2ccccc2)nc(N/N=C/c2ccc(O)cc2)n1	-0.9	-19	0.3	-1	-0.7	1.9	1	-0.8	3.3	3.9*	-6
Cc1ccc(S(=O)(=O)N2CCCCC2CCNC(=O)C(=O)NCc2ccccc2C)cc1 (configuration not stated)	0.5	-8	0.7	-6	-1.6	-2.6	-1	-1.4	0.6	-2.0	0
CC(C)Nc1cc(C(F)(F)F)nc(-c2ccccn2)n1	1.6	2	-0.5	4	-0.3	-2.9	1	-1.2	1.3	-1.0	1
C=C(C)C1CCC(C)=C1COC(=O)Nc1ccccc1 (configuration not stated)	-1.0	-5	-0.1	1	0.4	3.6	0	-1.8	-2.1	0.6	2
CCOC(=O)c1cn2ccc(C)cc2n1	1.5	5	0.9	5	2.8	1.4	7	-1.3	3.6	0.8	1
Cc1ccc(COC(=O)c2cc([N+](=O)[O-])ccc2N2CCOCC2)cc1	0.3	-3	-0.2	2	0.9	-3.9	-2	-0.3	-6.3	3.1	1
CC(=O)C1=CCC(c2ccccc2)N(S(C)(=O)=O)C1 (configuration not stated)	.	-6	0.4	-4	2.1	.	3	-0.7	3.3	0.5	1
CC(NC(=O)C[n+]1cccc(Br)c1)c1ccccc1 (configuration not stated)	0.0	-3	0.1	3	-1.4	1.3	-1	-1.5	0.0	0.2	4
CC1(C)CN(c2ccc(Br)cc2)C(=O)[C@H]1CC(=O)Nc1ccccc1	-0.8	-6	-0.8	0	-0.5	-1.4	-6	-1.1	-1.3	-1.9	0
COC(=O)C1C(=O)C(C(=O)c2ccccc2)C(=O)CC1(C)C (configuration not stated)	0.8	0	0.1	-2	0.1	1.3	-1	-1.3	1.8	-0.2	5
O=C(O)CC1=C(Nc2ccccc2)C(=O)N(c2ccccc2)C1c1ccc(Cl)cc1 (configuration not stated)	4.0	-7	1.0	-8	2.2	3.4	1	-0.8	3.4	-0.1	-3
COCCn1nnnc1C(C(C)C)N1CCN(C(=O)c2ccco2)CC1 (configuration not stated)	-0.2	0	0.2	-3	0.0	0.5	0	-1.0	1.4	0.4	-1
COc1ccc(CC(=O)Nc2ccc(-c3noc(-c4cc(OC)c(OC)c(OC)c4)n3)cc2)cc1	1.4	2	-0.1	3	-1.5	-0.3	0	-1.1	1.1	0.0	-2
COc1ccc2cnn(CCOc3ccccc3)c(=O)c2c1OC	1.9	3	1.1	-1	4.0	2.1	6	-0.2	5.1	2.5	-1
O=Cc1ccc(-n2nncc2-c2ccc([N+](=O)[O-])cc2)cc1	-0.3	1	-0.2	-4	-0.2	1.1	-1	0.0	3.6	-0.1	-13
O=C(COC(=O)c1nc(Cl)ccc1Cl)NCc1ccc(Cl)cc1Cl	1.3	2	-0.3	-10	0.0	0.3	-2	-0.8	-2.0	0.1	-4
Cn1c(=O)n(CCC(=O)O)c2ccccc21	2.1	-1	-0.1	1	0.0	1.0	-2	-0.5	-2.4	0.1	-1
Cc1cc(C(=O)N2CCCC(N3CCN(c4cccc(Cl)c4)CC3)C2)nn1C (configuration not stated)	0.3	-2	-0.8	-1	-2.1	0.1	-1	-1.5	-0.1	-1.4	4
COc1ccc(-c2c(C)nn3c(NC4CCCC4)cc(C)nc23)cc1OC	-2.2	5	0.3	-1	-4.0	0.6	-1	-1.6	-4.2	-1.4	-2
CCc1nc2ccc(C(=O)NCCOc3ccc(OC)cc3)cn2c1N(CCC(C)C)CCN(C)C	.	-4	0.0	-13	-0.7	-8.2	-2	-0.9	-4.0	-0.6	-7
CCCCC[C@H]1CCCCC[C@H](O)C[C@@H](O)[C@H](O)/C=C/C(=O)O1	.	0	0.5	3	-2.3	.	-3	-1.6	1.1	-2.1	7
CCN(CC)S(=O)(=O)c1cc(NC(=O)CO/N=C(\N)c2ccccc2Cl)ccc1C	-0.1	-5	0.1	3	-1.1	1.1	1	-0.9	2.1	-0.6	0
Cc1ccc(NC(=O)/C=C/c2ccc(Cl)cc2)nc1	0.5	0	-1.3	1	-1.8	1.3	3	-1.9	10	1.1	2
O=C(CNC(=O)N1CC(=O)Nc2ccccc21)NCc1ccc(F)cc1	1.5	4	0.0	4	-0.5	0.9	-1	-1.1	4.8	1.9	3
O=C(NNC(=O)C1CC1)c1ccc(-c2ccccc2)cc1	0.8	-4	0.1	1	-1.6	1.5	-4	-1.2	2.0	0.7	15
Cc1ccnc2nc(C(=O)OCCOc3ccccc3)nn12	0.4	-1	0.3	0	0.4	-0.8	-1	-1.0	-1.4	-0.6	0
Cc1onc(-c2ccccc2)c1C(=O)OCC(=O)Nc1ccc(Cl)cc1	0.6	-21	0.7	-3	-2.9	1.8	0	-1.6	-1.0	-2.4	-1
O=C(COC(=O)/C=C/c1cccc(Cl)c1)NCCC1=CCCCC1	-1.4	-4	0.2	0	-0.4	1.4	0	-1.0	-0.4	-0.5	-3
O=C1C(NS(=O)(=O)c2cccs2)=C(N2CCOCC2)C(=O)c2ccccc21	1.2	9	0.6	1	-0.4	-0.1	-2	-0.7	-2.7	0.1	-1
CCOc1ccc(NC(=O)CN(C)C(=O)c2ccccc2CCc2ccccc2)cc1OCC	0.1	2	0.4	14	-0.6	-4.5	-3	-0.9	0.3	-2.8	12
CCc1ccc(C2=NN(CCC(=O)NC(C)c3ccc4c(c3)OCCO4)C(=O)CC2)cc1 (configuration not stated)	-1.2	9	-0.8	-1	-2.5	-0.3	-3	-1.2	-1.1	-0.5	-4
CCOc1ccccc1NC(=O)CCCNC(=O)c1ccc(Cl)cc1	0.3	-5	-0.4	-1	-0.4	-1.6	-1	-1.2	-2.5	0.3	-2
Cc1ccc2nc(NCc3ccccc3)[nH]c2c1	1.0	-5	-0.4	-5	4.3	0.1	3	0.1	11*	-0.2	-14
N#CC1=C(N)NC(SCC(=O)Nc2ccccc2)=C(C#N)C12CCCC2	-1.6	-6	0.2	0	2.0	1.4	1	-0.5	1.6	-0.7	-6
O=C(Nc1cccc2c1N(C(=O)c1ccco1)CCC2)c1ccco1	0.6	3	0.3	2	-2.3	0.5	-3	-1.2	-2.4	-0.1	4

Part of the list above, reduced to hgDAF-12 ag and SMARCA2 activ:
Molecule | hgDAF-12 ag | SMARCA2 activ
Cc1ccc2nc(NCc3ccccc3)[nH]c2c1 | 11* | 3
N#CC1=C(N)NC(SCC(=O)Nc2ccccc2)=C(C#N)C12CCCC2 | 1.6 | 1
O=C(Nc1cccc2c1N(C(=O)c1ccco1)CCC2)c1ccco1 | -2.4 | -3

The listing continues.
SMILES	DAX1 inh-1	HGIII-sPLA2 inh	proKLK7 act	NPR2 activator	hcDAF-12 act	FXN GAA850 act	SMARCA2 activ	ssDAF-12 act	hgDAF-12 ag	DAX1 inh-2	GC-A act
CC(C)C(NC(=O)c1c(F)cccc1F)C(=O)OCN1C(=O)c2ccccc2C1=O (configuration not stated)	2.4	-4	-0.3	0	-1.6	-0.2	3	-1.2	-1.8	0.7	-3
CCc1ccccc1NC(=O)COc1ccc2c(=O)c(Oc3cc(C)ccc3C)coc2c1	0.1	2	-0.3	7	-2.2	-2.6	0	-0.8	-0.1	-0.2	2
O=C(CN(Cc1ccccc1Cl)C(=O)c1ccc(CN2CCOCC2)o1)NCc1ccccc1	0.5	2	0.1	1	-2.5	-3.5	-1	-1.1	-1.0	-0.5	-2
Cc1cccc(C(=O)N2c3ccccc3C(=O)OC2c2ccc3c(c2)OCO3)c1 (configuration not stated)	1.2	5	-0.4	-18	1.5	4.3	5	-0.7	1.5	0.7	-10
Cc1nc(Cn2c3ccc(NC(=S)NC4CCCCC4)cc3c(=O)n2C)cs1	.	4	6.1	11	-1.9	2.5	-1	-1.4	-3.9	-1.8	4
CCNC(=O)NC(=O)C(C)OC(=O)C1CCN(S(=O)(=O)c2ccccc2C(=O)OC)CC1 (configuration not stated)	0.1	-1	0.6	-5	-0.4	1.8	0	-1.6	2.6	0.3	4
O=C(Nc1cc(Cl)cc(Cl)c1)c1cccc(OC(F)F)c1	0.0	-23	0.2	-8	-1.4	2.3	-5	-1.6	-0.7	-1.7	5
CC(C1CC1)N(C(=O)c1ccccc1[N+](=O)[O-])c1ccccc1 (configuration not stated)	-1.1	1	0.9	-2	-1.3	-0.5	-3	-1.9	1.7	-1.3	-3
Cn1cccc1C(=O)OCC(=O)Nc1ccc2c(c1)OCCO2	-0.4	11	0.5	1	4.0	-0.8	-6	0.4	11*	7.1*	-4
COc1ccccc1CNS(=O)(=O)c1ccc2c(c1)NC(=O)C(C)S2 (configuration not stated)	-0.2	-13	-0.1	2	-1.0	1.7	-4	-1.1	-3.3	-3.4	1
Cc1nc(CN(C)c2ncnc3ccc(-c4ccc5c(c4)OCO5)cc23)cs1	.	-10	-0.7	-8	-2.2	-4.0	-2	-1.2	0.5	-3.7	-6
CC(=O)c1cccc(NC(=S)NC(=O)c2ccccc2C)c1	-1.0	8	-0.3	2	1.6	-1.5	-2	-1.2	4.5	0.0	0
